INS-1E GSIS act: GLuc luminescence reporter in INS-1E cells, primary screen for activators of glucose-dependent secretion of insulin. INS-1E GLuc reporter insulin secretion, 2-3 h. activation, % at 16.6 µM. 370,000 compounds, 0.61% hits. AID 743287;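 active = lowest replicate activation of at least 40%, so every replicate reaches that level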;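 note: 0% = median of neutral control wells and 100% = median of IBMX positive control wells; some compounds called inactive have numbers as strong as hits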
LGR2 antag: Drosophila LGR2 receptor signaling inhibition | HEK293 LGR2, CRE-luciferase, bursicon-stimulated, 4 h | inhibition, % at 9.99 µM | 380,000 compounds, 0.35% hits | AID 720647;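 active = drop in luminescence signal, shown as inhibition above about 50% in the replicate tests, limit read from the data, passing the limit was not always enough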;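 note: agonist challenge used bursicon conditioned medium at about half maximal strength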
ARNT-TACC3 inh: disrupts binding between human ARNT and TACC3. AlphaScreen His-ARNT PAS-B/GST-TACC3 binding, luminescence; TACC3 fragment carries E629A point mutation. inhibition, % at 9.99 µM. 390,000 compounds, 0.66% hits. AID 623870;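 active = mean inhibition of replicates at least 50% and at least half of replicates each reaching 50%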;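 note: 0% = complete ARNT plus TACC3 wells and 100% = ARNT alone without TACC3; many hits fall short of the cut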
PAX8 reporter: PAX8 transcriptional activity inhibition. RMG-I TPO-luciferase reporter, SteadyGlo, 24 h. inhibition, % at 12.6 µM. 360,000 compounds, 1.2% hits. AID 652154;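 active = mean replicate inhibition at least 60% with every replicate also reaching 60%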;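 note: luciferase light reporting Pax8 driven TPO promoter activity; plate controls were median of neutral control wells for no effect and mitoxantrone controls for full effect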
C2C12 statin: protects C2C12 myotubes from simvastatin toxicity | rescue of ATP level, % at 7.49 µM | 330,000 compounds, 0.78% hits | AID 602340 | ATP luminescence, 48 h; scaled: DMSO 0, geranylgeraniol control 100;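 active = mean ATP rescue above about 67%, or every replicate alone reaching that limit, limit read from the data, passing the limit was not always enough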;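 note: myotubes were challenged with 10 µM simvastatin during compound exposure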
PGC1a acetyl inh: PGC1a acetylation modulation, inhibitor mode; U2OS PGC1a acetylation, AlphaScreen anti-acetyl-lysine; with virally co-expressed GCN5 acetyltransferase; inhibition, % at 15.6 µM; 350,000 compounds, 0.17% hits; AID 651687;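 active = every replicate shows inhibition of at least 40%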;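 note: 0% = neutral control wells and 100% = positive control wells; some results beyond the cut were filed as inactive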
PglD DTNB: blocks C. jejuni PglD acetyltransferase activity. 360,000 compounds, 0.098% hits. inhibition, % at 12.5 µM. purified PglD enzyme, DTNB colorimetric CoA detection. AID 602405; in the data active = inhibition above about 16%, passing the limit was not always enough; note: strong numbers were not always called active
Cneo AK release: causes C. neoformans cell lysis; lysis activity, % at 15 µM; 360,000 compounds, 0.2% hits; adenylate kinase release luminescence, 4 h; normalised: neutral wells 0, clomiphene wells 100; AID 651654;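 active = mean lysis activity across replicates of at least 80%, whatever share of replicates individually reach that level; inactive = mean lysis activity below 80%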
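Assay system: C. neoformans cells. Amount: yeast cell density of 5 × 10^6 cells/mL. Technique: AK luminescence. Buffer or medium: YPD. Times: static 4 h at 37 °C with compound, 1 h detection. Dosing: single-point compound dose. Read-out: lysis from increased AK signal.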
The depositor's hits bear a star; . = no result given; & = joins results of further samples.

smiles	INS-1E GSIS act	LGR2 antag	ARNT-TACC3 inh	PAX8 reporter	C2C12 statin	PGC1a acetyl inh	PglD DTNB	Cneo AK release
COc1cc(CO)cc(Br)c1OCC(=O)Nc1cccc2ccccc12	48*	10	-2	2	3	2	4	1
O=C(CSCc1ccc(Cl)cc1)Nc1ccccc1O	9	-14	-2	34	24	-9	-4	0
CO[C@@H]1CN(C)C(=O)c2cc(NC(=O)Nc3ccccc3)ccc2OC[C@H](C)N(C(C)=O)C[C@H]1C	1	1	-15	.	1	12	6	51
O=c1ccn(CCCBr)c(=O)[nH]1	6	-1	-8	-1	.	1	-4	2
Cc1noc(C)c1S(=O)(=O)Nc1ccc2c(c1)CC(=O)N([C@H](C)CO)C[C@@H](C)[C@H](CN(C)CC1CCCCC1)O2	-11	6	-4	9	43	-4	-6	5
C/C(=C\c1ccccc1F)C1Nc2cccc3cccc(c23)N1	.	.	-5	-34	10	.	-3	4
CC1CC(C)CN(CCOc2cccc3ccccc23)C1 (stereo unspecified)	-3	-2	4	-3	34	2	-4	2
COc1cccc2cc(C(=O)N3CCN(c4ccccc4F)CC3)c(=O)oc12	.	.	1	.	-1	1	4	-1
CCN1CCN(c2ccc(NC(=O)c3ccco3)cc2)CC1	1	-9	-5	-101	.	-6	-2	-2
COc1ccccc1CNc1ccc2c(c1)CCC2	-3	-29	-2	24	-12	-13	-2	0
O=C(NCC[C@H]1CC[C@H](NS(=O)(=O)Cc2ccccc2)[C@H](CO)O1)C1CCOCC1	-1	-8	-3	-10	3	-5	-1	-1
COc1ccc(/C(C)=N/NC(=S)NCCc2ccccc2)cc1	-20	15	-3	-2	.	2	.	.
COc1cc(C(=O)Nc2cccc(-c3nc4ncccc4o3)c2C)cc(OC)c1OC	3	8	4	.	-20	-25	5	2
CC1CN(S(=O)(=O)c2ccc(C(=O)N3c4ccccc4CC3C)cc2)CC(C)O1 (stereo unspecified)	29	-10	-3	0	2	10	3	1
Cc1nnc(SCC(=O)Nc2cccc(S(=O)(=O)N3CCCC3)c2)n1C1CC1	-5	6	.	-11	-4	.	3	1
O=c1oc2ccc3ccccc3c2cc1-c1nnc(-c2ccccc2)o1	.	.	3	.	-8	0	12	6
CN(C)CCCO[C@@H]1[C@H]2OC(C)(C)O[C@H]2O[C@@H]1[C@H](O)CO	14	15	-2	2	3	2	-4	1
COc1ccc2c(c1)c(=O)c(C(=O)c1ccccc1)cn2Cc1ccccc1	1	13	4	-92	-11	.	-1	-3
COCC(=O)Nc1ccc2c(c1)OC[C@@H](C)NC[C@H](C)[C@@H](OC)CN(C)C2=O	20	-14	-4	2	2	.	-1	-3
COc1cccc(CN2CC(C(=O)NCc3cccc(N4CCCC4)c3)CCC2=O)c1 (stereo unspecified)	12	-13	-11	-12	-26	12	-2	3
CC(CS(=O)(=O)c1cccc2cccnc12)N1CCCCC1 (stereo unspecified)	.	.	-13	.	1	4	-2	1
Oc1ccc(/C=N/n2cc(-c3ccccc3)[nH]c2=S)cc1	-5	-25	8	-6	.	12	.	.
Cc1nn(-c2ccc(Cl)cc2)c(Cl)c1/C=N/NC(=O)c1ccc(NS(=O)(=O)c2cccs2)cc1	-9	-1	-5	15	-44	-10	4	-2
COc1ccc(-c2cc3nc4n(c(=O)c3s2)CCC4)cc1	6	87*	32	.	-22	2	-2	-2
CCc1ccc(C(=O)NNC(=O)CN2C(=O)NC(CC)(c3ccccc3)C2=O)cc1 (stereo unspecified)	-9	-4	-2	-9	-13	.	-2	-3

Next section, starting with the last 2 of the part before.
smiles	INS-1E GSIS act	LGR2 antag	ARNT-TACC3 inh	PAX8 reporter	C2C12 statin	PGC1a acetyl inh	PglD DTNB	Cneo AK release
COc1ccc(-c2cc3nc4n(c(=O)c3s2)CCC4)cc1	6	87*	32	.	-22	2	-2	-2
CCc1ccc(C(=O)NNC(=O)CN2C(=O)NC(CC)(c3ccccc3)C2=O)cc1 (stereo unspecified)	-9	-4	-2	-9	-13	.	-2	-3
CCC(=O)Nc1ccc2c(c1)OC[C@H](C)N(Cc1ccccc1)C[C@H](C)[C@@H](OC)CN(C)C2=O	-3	-1	4	.	13	-5	3	-3
CCOc1ccc(NS(=O)(=O)c2ccc(-c3ccc(=O)[nH]n3)o2)cc1	5	-5	2	-94	1	-5	.	.
CC(C)=CC(=O)OCC(=O)NC(=O)NC(C)(C)C	.	.	-8	5	-3	6	-8	-5
Cc1ccc(-c2cc(C(=O)N3CCOCC3)c3ccccc3n2)cc1	.	.	-1	-10	3	9	-2	-2
CCOC(=O)C(CC)n1nc(C)n2c(cc3occc32)c1=O (stereo unspecified)	.	.	-2	-4	.	4	0	1
COc1ccc(NS(=O)(=O)c2cccc(C(=O)NNC(=O)c3ccc(NC(C)=O)cc3)c2)cc1	4	-10	-17	-21	10	-9	4	2
CN1C(=O)c2cc(NC(=O)c3cnccn3)ccc2OC[C@@H]2O[C@@H](CC(=O)O)CC[C@@H]21	-1	13	6	-5	4	0	-2	2
CCn1c(NCc2ccco2)nc2ccccc21	12	9	-12	-7	.	.	.	.
COc1ccccc1-c1ccc([C@H]2[C@H]3CN(S(=O)(=O)c4cn(C)cn4)CCCCN3[C@H]2CO)cc1	-20	11	-3	38	-4	5	-2	0
COc1ccc(S(=O)(=O)Nc2ccc3c(c2)C(=O)N([C@@H](C)CO)C[C@@H](C)[C@@H](CN(C)Cc2ccc(Cl)c(Cl)c2)O3)cc1	-7	15	7	.	.	3	2	3
O=C1OC(c2cccc([N+](=O)[O-])c2)C2(CCCC2)C(=O)C12CCCCC2 (stereo unspecified)	-6	-8	3	-4	.	.	.	.
CCCNC(=O)N[C@@H]1CC[C@@H](CC(=O)N2CCN(C)CC2)O[C@H]1CO	23	-1	0	-8	-7	-9	0	0
CCCC(=O)Nc1ccc(-c2csc(NNC(C)=O)n2)cc1	2	7	23	12	.	.	.	.
CCOC(=O)c1cc(OC(=O)Cc2ccc(OC)c(S(=O)(=O)N3CCOCC3)c2)cc(C(=O)OCC)c1	-18	-3	.	-47	2	.	-3	-1
CCOc1cc(C(=O)Nc2cc(F)ccc2C)ccc1OCC(=O)N1CCOCC1	12	7	-9	-7	0	16	6	1
CC(C)(C)C(=O)Nc1cccc(S(=O)(=O)NC2=NCCC2)c1	8	-11	-3	-13	-6	.	6	0
CCCSc1nc(N2CCOCC2)c2c(c1C#N)CC(C)(C)SC2	.	.	-4	.	.	0	7	1
CC(C)C(C(=O)Nc1ccc2c(c1)OCCO2)N1C(=O)c2ccccc2C1=O (stereo unspecified)	.	.	-8	1	.	.	-3	0
CCOC(=O)C1=CN(Cc2ccccc2)CCC1=O	6	24	0	1	7	.	3	1
COc1ccc(OCc2nnc(SCC(=O)N3CCCc4ccccc43)n2-c2ccc(C)cc2)cc1	.	.	-1	14	60	-1	4	-5
CCN1CCN(CCOc2ccc(Br)cc2C)CC1	36	-3	0	16	.	-1	.	.
Cc1ccc(S(=O)(=O)NCCC2(C(C)C)CCOC(C)(C)C2)cc1 (stereo unspecified)	.	.	25	.	16	0	1	0
CCn1cc(C(=O)NCCCN(CC(C)C)CC(C)C)c(=O)c2cc(S(=O)(=O)N3CCOCC3)ccc21	26	15	2	2	6	-5	-6	0
Cc1ccccc1-c1ccc([C@@H]2[C@H](CO)N3CCCCN(C(=O)Nc4ccc(F)cc4)C[C@@H]23)cc1	-17	10	5	47	.	-19	-2	52
CC(C)Cc1nnc(NS(=O)(=O)c2ccc(Cl)cc2)s1	10	8	0	13	2	-5	7	-3

Profiles from above.
COc1ccccc1-c1ccc([C@H]2[C@H]3CN(S(=O)(=O)c4cn(C)cn4)CCCCN3[C@H]2CO)cc1 reads INS-1E GSIS act = -20; LGR2 antag = 11; ARNT-TACC3 inh = -3; PAX8 reporter = 38; C2C12 statin = -4; PGC1a acetyl inh = 5; PglD DTNB = -2; Cneo AK release = 0
Cc1ccc(S(=O)(=O)NCCC2(C(C)C)CCOC(C)(C)C2)cc1 (stereo unspecified) reads INS-1E GSIS act = .; LGR2 antag = .; ARNT-TACC3 inh = 25; PAX8 reporter = .; C2C12 statin = 16; PGC1a acetyl inh = 0; PglD DTNB = 1; Cneo AK release = 0

(further entries)
smiles	INS-1E GSIS act	LGR2 antag	ARNT-TACC3 inh	PAX8 reporter	C2C12 statin	PGC1a acetyl inh	PglD DTNB	Cneo AK release
N#CC1=C(N)NC(SCC(=O)Nc2ccc(Br)cc2)=C(C#N)C12CCCCC2	-34	19	-2	.	-18	-9	-6	-1
COc1ccc(/C(N)=N/OC(=O)c2ccc(OC)c([N+](=O)[O-])c2)cc1OC	26	1	0	-8	1	-4	0	-1
O=C(C1CCCN(S(=O)(=O)c2ccc(F)cc2)C1)N(Cc1cccs1)C1CC1 (stereo unspecified)	.	.	19	.	36	-16	7	0
COc1ccc(C2=NN(C(C)=O)C(c3ccccc3)C2)cc1 (stereo unspecified)	.	.	-6	4	7	-4	-9	5
COC(=O)c1ccccc1NC(=O)CCCN1C(=O)C(c2ccccc2)Oc2cccnc21 (stereo unspecified)	4	12	-1	23	4	-2	0	0
OC(CN1CCOCC1)C12CC3CC(CC(C3)C1)C2 (stereo unspecified)	13	-7	-5	.	-10	20	-4	20
Cc1ccc(N=C(N)N=C(N)N)cc1	.	.	-2	3	.	-29	-1	1
OCCCN=C1CCCc2c1[nH]c1ccc(Cl)cc21	.	-9	1	2	18	.	.	.
O=C(CSc1nc2nccnc2c(=O)n1Cc1cccs1)Nc1ccccc1	-6	-7	.	16	-2	15	5	-4
C[C@H]1CN([C@@H](C)CO)C(=O)c2cc(NC(=O)CCN3CCOCC3)ccc2O[C@@H]1CN(C)C(=O)Nc1ccc2c(c1)OCO2	16	-4	-11	.	-1	-2	-2	1
O=C(Nc1cc(Br)ccc1O)C1CC(c2ccccc2Cl)=NO1 (stereo unspecified)	-20	8	-14	-11	28	.	12	-2
O=C(Nc1cc(C(F)(F)F)ccc1N1CCOCC1)c1cnccn1	21	-10	3	-8	7	0	4	1
O=C(CSc1nc2ccccc2c(=O)n1-c1ccccc1)c1cccc([N+](=O)[O-])c1	15	-1	1	8	-16	-11	-5	3
C[C@@H]1CN([C@@H](C)CO)C(=O)CCCn2nncc2CO[C@@H]1CN(C)Cc1cccc2c1OCCCO2	26	4	2	.	-7	4	2	2
O=S(=O)(NC1CC1)c1ccc(F)c(F)c1	22	-10	-7	6	20	.	1	-1
CCCNC(=S)Nc1ccccc1	5	-15	-3	-6	0	.	-5	0
CCN1CCN(S(=O)(=O)c2ccc(C(C)(C)C)cc2)CC1	0	-10	3	11	13	16	15	1
Cc1ccc(-c2csc3nc(SCC(N)=O)n(Cc4ccccc4)c(=O)c23)cc1	.	-10	-4	5	-5	-8	-2	-2
C=CCOc1ccc(CNc2ccc3[nH]c(=O)[nH]c3c2)cc1OC	27	-37	21	5	.	.	.	.
COc1cccc(CNC(=O)C[C@H]2C=C[C@@H](NS(=O)(=O)c3ccccc3OC)[C@H](CO)O2)c1	-9	-5	2	1	10	0	-2	1
COc1ccc(S(=O)(=O)N(C)C[C@H]2Oc3ccc(NC(=O)Nc4c(C)noc4C)cc3C(=O)N([C@H](C)CO)C[C@@H]2C)cc1	11	8	-7&0	2	21&13	-7&-6	-4&2	-3&4
COC(=O)CCCC(=O)Nc1ccc(Br)cc1	-11	-13	-3	3	-6	13	2	-8
COC(=O)C1=C(C)N(Cc2ccc(OC)cc2)C(=O)/C1=C\c1ccco1	.	-4	-19	6	.	-5	.	.
Cc1c(Cl)cccc1NC(=O)NC1CCCCC1	.	.	-5	.	4	-6	-4	-1
COCCn1c(SCC(=O)Nc2sc(C)c(C)c2C#N)nnc1C(C)C	.	.	-20	14	.	8	1	1
CCOC(=O)C1CCN(C(=O)CC2C(=O)N(Cc3ccccc3)C(C)c3nc4ccccc4n32)CC1 (stereo unspecified)	.	.	0	.	0	2	0	1

From PubChem
